EWS-Fli block – EWS/Fli-driven NR0B1 reporter inhibitors, primary screen, A673 cells, NR0B1 luciferase, luminescence, MLPCN library. viability-normalised. inhibition, % at 12.6 µM. 350,000 compounds, 0.67% hits;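 active means mean inhibition of at least 50% after viability correction, with every replicate also passing that limit; inconclusive means mean reaches 50% but only one of two replicates passes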;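 further: firefly luciferase signal divided by Alamar Blue viability fluorescence both relative to DMSO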
LGR2 antag – inhibitors of bursicon-induced LGR2 CRE-luciferase signal, primary screen, cell-based, HEK293, CRE-luciferase reporter, bursicon stimulation. Drosophila bursicon receptor LGR2 (rickets). bursicon-stimulated, 4 h. inhibition, % at 9.99 µM. 380,000 compounds, 0.35% hits. AID 720647, 2013;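 active means drop in luminescence signal, shown as inhibition above about 50% in the replicate tests, limit read from the data, passing the limit was not always enough; inconclusive means probably only some replicates passing the limit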;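 further: agonist challenge used bursicon conditioned medium at about half maximal strength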
DENV2 CPE – inhibitors of DENV2 cytopathic effect, primary screen, cell-based, plate reader, single concentration | DENV2-infected cells, cytopathic effect rescue | CPE inhibition, % at 9.99 µM | 350,000 compounds, 1.7% hits | AID 651640, 2012; in the data active means CPE inhibition above about 20%, passing the limit was not always enough; inconclusive means no clear call, values can overlap the other calls; tested in BHK-21 cells;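 further: 0% = median of neutral control wells and 100% = median of positive control wells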
SIRT5 inh – SIRT5 desuccinylase inhibitors, primary screen, biochemical, fluorescence imaging, single point, set 5. NAD-dependent protein deacylase sirtuin-5, mitochondrial (Homo sapiens), Q9NXA8. Purified SirT5, succinyl-peptide AMC, trypsin-coupled fluorescence. inhibition, % at 15 µM. 330,000 compounds, 1.1% hits; in the data active means inhibition above about 15%; inconclusive means no clear call, values can overlap the other calls
Target sequence (Q9NXA8 whole entry, looked up): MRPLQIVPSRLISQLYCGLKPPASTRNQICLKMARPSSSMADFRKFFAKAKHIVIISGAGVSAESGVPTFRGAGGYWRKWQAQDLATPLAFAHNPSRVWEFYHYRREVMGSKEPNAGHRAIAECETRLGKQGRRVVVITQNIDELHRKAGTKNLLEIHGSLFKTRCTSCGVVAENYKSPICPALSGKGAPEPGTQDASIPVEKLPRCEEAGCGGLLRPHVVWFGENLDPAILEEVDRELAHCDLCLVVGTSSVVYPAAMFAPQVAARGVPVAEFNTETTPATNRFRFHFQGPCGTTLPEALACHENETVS
Casp6 inh – human caspase-6 inhibitors, primary screen, biochemical, VEID-R110 fluorescence, single point, set 2. P55212. purified caspase-6, Z-VEID-R110 cleavage fluorescence. inhibition, % at 12.5 µM. 350,000 compounds, 0.53% hits;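 active means mean inhibition across replicates at least about 35%, with every replicate also reaching that limit, limit read from the data; inconclusive means only one of the two criteria met; inactive means neither criterion met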;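 further: 0% = median of neutral control wells and 100% = no fluorescence left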
Target sequence (P55212 24-179 limits assumed): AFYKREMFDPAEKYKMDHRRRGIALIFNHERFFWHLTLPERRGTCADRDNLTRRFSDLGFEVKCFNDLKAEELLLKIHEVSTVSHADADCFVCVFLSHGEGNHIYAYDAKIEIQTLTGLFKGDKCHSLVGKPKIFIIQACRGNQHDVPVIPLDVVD
Target sequence (P55212 194-293 limits assumed): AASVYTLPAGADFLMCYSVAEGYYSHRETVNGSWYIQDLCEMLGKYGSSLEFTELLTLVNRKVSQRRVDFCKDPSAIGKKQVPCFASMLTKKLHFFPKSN
ARNT-TACC3 inh – disruptors of ARNT/TACC3 protein interaction, primary screen, biochemical, AlphaScreen, single concentration; AlphaScreen His-ARNT PAS-B/GST-TACC3 binding, luminescence; TACC3 fragment carries E629A point mutation; inhibition, % at 9.99 µM; 390,000 compounds, 0.66% hits;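 active means mean inhibition of replicates at least 50% and at least half of replicates each reaching 50%; inconclusive means half or more replicates reach 50% but mean below 50%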;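 further: 0% = complete ARNT plus TACC3 wells and 100% = ARNT alone without TACC3; many hits fall short of the cut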
PAX8 inh HTS – inhibitors of PAX8-driven TPO luciferase reporter, primary screen, RMG-I cells, single concentration; SteadyGlo, 24 h; inhibition, % at 12.6 µM; AID 652154, 2013; 360,000 compounds, 1.2% hits;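 active means mean replicate inhibition at least 60% with every replicate also reaching 60%; inconclusive means only one of the two criteria is met; inactive means mean below 60% and not all replicates reaching 60%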;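 further: luciferase light reporting Pax8 driven TPO promoter activity; plate controls were median of neutral control wells for no effect and mitoxantrone controls for full effect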
* hit, by the source's call.

C[C@@H]1CN([C@@H](C)CO)C(=O)c2cccc(NC(=O)Nc3ccc4c(c3)OCO4)c2O[C@@H]1CN(C)CC1CCCCC1 was read as EWS-Fli block 4, LGR2 antag -2, DENV2 CPE 12, SIRT5 inh -1, Casp6 inh -2, ARNT-TACC3 inh 14 and PAX8 inh HTS -1.
For COC(=O)c1cc2c(c3c4ccccc4n(S(=O)(=O)c4ccc(C)cc4)c13)C(=O)N(CC(C)C)C2 the results were EWS-Fli block 11, DENV2 CPE -6, Casp6 inh -10 and PAX8 inh HTS 23.
Screening COC(=O)N1C(=O)[C@](c2ccc(Cl)cc2)(C(C)C)N1C(=O)OC returned EWS-Fli block -14, LGR2 antag 17, DENV2 CPE 50*, Casp6 inh 0, ARNT-TACC3 inh 17 and PAX8 inh HTS 9.
Screening CC(NC(=O)COC(=O)/C=C/c1ccc2c(c1)OCO2)c1ccccc1 (stereo not given) returned EWS-Fli block -9, LGR2 antag 2, DENV2 CPE 1, SIRT5 inh -4, Casp6 inh 0, ARNT-TACC3 inh 2 and PAX8 inh HTS -5.
C[C@@H]1CCCCO[C@@H](CN(C)C(=O)C2CCCCC2)[C@@H](C)CN([C@H](C)CO)C(=O)c2cc(NC(=O)Nc3ccc(F)cc3)ccc2O1 was read as EWS-Fli block 2, LGR2 antag -2, DENV2 CPE 8, SIRT5 inh 1, Casp6 inh -1, ARNT-TACC3 inh -5 and PAX8 inh HTS 2.
`COc1ccc(NC(=O)NNC(=O)c2ccc3ccccc3c2O)c(OC)c1` gave LGR2 antag 15, DENV2 CPE -9, SIRT5 inh -1, Casp6 inh 13, ARNT-TACC3 inh -2 and PAX8 inh HTS 1.
For COc1ccccc1N1CCN(C(=O)c2cc3cc(Cl)ccc3[nH]2)CC1 the results were EWS-Fli block 38, LGR2 antag 4, DENV2 CPE 2, SIRT5 inh 0, Casp6 inh 0, ARNT-TACC3 inh 0 and PAX8 inh HTS 39.
Screening C[C@@H]1CCCCO[C@@H](CN(C)S(=O)(=O)c2cn(C)cn2)[C@H](C)CN([C@H](C)CO)C(=O)c2cc(NC(=O)Nc3ccc(F)cc3)ccc2O1 returned EWS-Fli block -10, LGR2 antag 12, DENV2 CPE 1, SIRT5 inh 0, Casp6 inh 1, ARNT-TACC3 inh 4 and PAX8 inh HTS -15.
Screening O=C(COC(=O)CCc1nc2ccccc2c(=O)[nH]1)Nc1ccc(Cl)cn1 returned EWS-Fli block 2, LGR2 antag 6, DENV2 CPE 7, SIRT5 inh -6, Casp6 inh 0, ARNT-TACC3 inh 1 and PAX8 inh HTS 12.
CCOc1cc(CN2CCN(C(=O)c3cccc4ccccc34)CC2)ccc1OC was read as EWS-Fli block 12, LGR2 antag -14, DENV2 CPE -5, SIRT5 inh 6, Casp6 inh -2, ARNT-TACC3 inh -4 and PAX8 inh HTS 18.
O=C(CN(Cc1ccc(F)cc1)S(=O)(=O)c1ccc(S(=O)(=O)N2CCOCC2)cc1)Nc1ccccc1 was read as EWS-Fli block 13, LGR2 antag 34, DENV2 CPE 12, SIRT5 inh -1, Casp6 inh -6, ARNT-TACC3 inh -13 and PAX8 inh HTS -15.
`CC1(C)CC(=O)C(C2C3=C(CC(C)(C)CC3=O)Oc3ccccc32)C(=O)C1` (stereo not given) gave EWS-Fli block 5, LGR2 antag 2, DENV2 CPE 14, SIRT5 inh -3, Casp6 inh -2, ARNT-TACC3 inh -6 and PAX8 inh HTS 2.
Screening O=C(CNc1cccc(S(=O)(=O)N2CCCC2)c1)Nc1cccc(C(F)(F)F)c1 returned EWS-Fli block 24, LGR2 antag 3, DENV2 CPE 14, SIRT5 inh -1, Casp6 inh -3 and PAX8 inh HTS 27.
`Cc1ccc(S(=O)(=O)c2cnc3cc(C)nn3c2N)cc1` gave EWS-Fli block 5, LGR2 antag 11, DENV2 CPE 3, SIRT5 inh 2, Casp6 inh -2, ARNT-TACC3 inh -1 and PAX8 inh HTS 6.
Cc1nc(Cc2nnc(SCC(=O)Nc3c(C)cccc3C)o2)cs1 was read as EWS-Fli block -8, LGR2 antag -7, DENV2 CPE 19, SIRT5 inh -10, Casp6 inh 1, ARNT-TACC3 inh 27 and PAX8 inh HTS 0.

Next section (two carried over from the part before).
`Cc1ccc(S(=O)(=O)c2cnc3cc(C)nn3c2N)cc1` gave EWS-Fli block 5, LGR2 antag 11, DENV2 CPE 3, SIRT5 inh 2, Casp6 inh -2, ARNT-TACC3 inh -1 and PAX8 inh HTS 6.
Cc1nc(Cc2nnc(SCC(=O)Nc3c(C)cccc3C)o2)cs1 was read as EWS-Fli block -8, LGR2 antag -7, DENV2 CPE 19, SIRT5 inh -10, Casp6 inh 1, ARNT-TACC3 inh 27 and PAX8 inh HTS 0.
Screening COCCCN1C(=O)C(CC(=O)NC2CCCCC2)CC(C(=O)N2CCOCC2)=C1C (stereo not given) returned EWS-Fli block -8, LGR2 antag 2, DENV2 CPE 10, SIRT5 inh -2, Casp6 inh 3 and PAX8 inh HTS -7.
COC(=O)CNC(c1ccccc1Cl)c1cc(Br)ccc1NS(=O)(=O)c1ccc(C)cc1 (stereo not given) was read as EWS-Fli block 10, LGR2 antag 10, DENV2 CPE 4, SIRT5 inh 0, Casp6 inh -1, ARNT-TACC3 inh -6 and PAX8 inh HTS 30.
`CCC(=O)N1CCc2cc(S(=O)(=O)N3CCN(c4cc(Cl)ccc4C)CC3)ccc21` gave EWS-Fli block 8, LGR2 antag 5, DENV2 CPE -3, SIRT5 inh 2, Casp6 inh 0, ARNT-TACC3 inh 2 and PAX8 inh HTS -8.
For Cc1ccc(C2(C)NC(=O)N(CC(=O)N3c4ccccc4NC(=O)CC3C)C2=O)cc1 (stereo not given) the results were EWS-Fli block 4, LGR2 antag -2, DENV2 CPE inconclusive, SIRT5 inh -6, Casp6 inh 1 and PAX8 inh HTS 1.
For CC(=O)Nc1ccc(S(=O)(=O)NCCc2cc3ccc(C)c(C)c3[nH]c2=O)cc1 the results were EWS-Fli block -1, LGR2 antag 5, DENV2 CPE 10, SIRT5 inh -3, Casp6 inh 3 and ARNT-TACC3 inh -7.
For Cc1ccc(S(=O)(=O)N[C@@H]2CC[C@@H](CCNC(=O)C3CCC3)O[C@@H]2CO)cc1 the results were EWS-Fli block 12, LGR2 antag 7, DENV2 CPE -4, SIRT5 inh 0, Casp6 inh 3, ARNT-TACC3 inh -13 and PAX8 inh HTS 6.
Screening CCN(CC)S(=O)(=O)c1ccc(OC)c(NC(=O)c2ccc(-n3cncn3)c([N+](=O)[O-])c2)c1 returned EWS-Fli block 2, LGR2 antag -14, DENV2 CPE -4, SIRT5 inh -2, Casp6 inh 0, ARNT-TACC3 inh 0 and PAX8 inh HTS -5.
COc1cccc(-c2ccc([C@@H]3[C@@H](C#N)N(C(=O)Cc4ccccc4)[C@H]3CO)cc2)c1 was read as EWS-Fli block -11, LGR2 antag -3, DENV2 CPE inconclusive, SIRT5 inh -2, Casp6 inh -3, ARNT-TACC3 inh 0 and PAX8 inh HTS 14.
`CC(=O)Nc1ccc(S(=O)(=O)N/N=C/c2ccc(C)o2)cc1` gave EWS-Fli block -5, LGR2 antag 12, DENV2 CPE 3, SIRT5 inh -1, Casp6 inh 24, ARNT-TACC3 inh 2 and PAX8 inh HTS 4.
For O=C(NCc1ccco1)C1CC(c2cccc([N+](=O)[O-])c2)=NO1 (stereo not given) the results were EWS-Fli block -3, LGR2 antag 7, DENV2 CPE -6, SIRT5 inh -2, Casp6 inh 1, ARNT-TACC3 inh -8 and PAX8 inh HTS -15.
Cc1cccc(NC(=O)CN2CCN(CC(=O)NCc3ccc(Cl)cc3Cl)CC2)c1C was read as EWS-Fli block 0, LGR2 antag -1, DENV2 CPE -14, SIRT5 inh 1, Casp6 inh -1, ARNT-TACC3 inh -11 and PAX8 inh HTS -1.
For CCC(=O)N1[C@@H]2c3cccc(=O)n3C[C@@H]2[C@@H](CO)[C@@H]1C(=O)NC1CCC1 the results were EWS-Fli block 6, LGR2 antag -11, DENV2 CPE -7 and SIRT5 inh -3.
Clc1ccc(-c2nnc(NCCN3CCCC3)c3ccccc23)cc1 was read as EWS-Fli block -1, LGR2 antag 13, DENV2 CPE -5, SIRT5 inh 0, Casp6 inh -20, ARNT-TACC3 inh 9 and PAX8 inh HTS 8.
CCN1CCN(C2CCCCC2NS(=O)(=O)c2ccccc2)CC1 (stereo not given) was read as EWS-Fli block -1, LGR2 antag -10, DENV2 CPE -4, SIRT5 inh 2, Casp6 inh 32, ARNT-TACC3 inh -3 and PAX8 inh HTS 7.
For NS(=O)(=O)c1ccc(NC(=O)COC(=O)CSCc2ccc(F)cc2)cc1 the results were EWS-Fli block -4, LGR2 antag 0, DENV2 CPE 7, SIRT5 inh -8, Casp6 inh 0, ARNT-TACC3 inh -2 and PAX8 inh HTS -2.

2 compounds drawn at random from the list so far:
Clc1ccc(-c2nnc(NCCN3CCCC3)c3ccccc23)cc1 was read as EWS-Fli block -1, LGR2 antag 13, DENV2 CPE -5, SIRT5 inh 0, Casp6 inh -20, ARNT-TACC3 inh 9 and PAX8 inh HTS 8.
Screening O=C(COC(=O)CCc1nc2ccccc2c(=O)[nH]1)Nc1ccc(Cl)cn1 returned EWS-Fli block 2, LGR2 antag 6, DENV2 CPE 7, SIRT5 inh -6, Casp6 inh 0, ARNT-TACC3 inh 1 and PAX8 inh HTS 12.

(next part)
COc1ccc(NC(=O)Nc2ccc3c(c2)C(=O)N([C@H](C)CO)C[C@@H](C)[C@@H](CN(C)C(=O)C2CCCCC2)OCCCC[C@@H](C)O3)cc1 was read as EWS-Fli block -2, LGR2 antag -4, DENV2 CPE -5, SIRT5 inh 0, Casp6 inh -17, ARNT-TACC3 inh -16 and PAX8 inh HTS 1.
Screening O=C(N[C@H](C(=O)N1CCC[C@H]1C(=O)NCCc1ccccc1Cl)c1ccccc1)C1CC1 returned EWS-Fli block -6, LGR2 antag 2, DENV2 CPE 18, SIRT5 inh 2, Casp6 inh 1 and PAX8 inh HTS 4.
Screening CN(C)/C=C/C(=O)c1ccc(Oc2ncccn2)cc1 returned EWS-Fli block 0, LGR2 antag -5, DENV2 CPE -12, SIRT5 inh -6, Casp6 inh -1, ARNT-TACC3 inh -8 and PAX8 inh HTS -14.
O=C(C1CCCO1)N1CCN(C(=S)Nc2ccccc2)CC1 (stereo not given) was read as LGR2 antag 5, ARNT-TACC3 inh 5 and PAX8 inh HTS -29.
`CCC(C)[C@H](NC(=O)[C@@H]1CSC2c3ccccc3C(=O)N21)C(=O)NCc1ccncc1` (stereo not given in full) gave EWS-Fli block 4, LGR2 antag 5, DENV2 CPE 1, SIRT5 inh 0, Casp6 inh -2, ARNT-TACC3 inh -5 and PAX8 inh HTS -4.
For CCCNC(=O)C1(C)CCN1C(=O)C/C=C/c1ccccc1 (stereo not given) the results were EWS-Fli block 2, LGR2 antag 1, DENV2 CPE inconclusive, Casp6 inh -1 and PAX8 inh HTS 2.
Cc1ccc(S(=O)(=O)NCC(=O)OCC(=O)N(C)C2CCCCC2)cc1 was read as EWS-Fli block -1, LGR2 antag 6, DENV2 CPE 6, SIRT5 inh 6, Casp6 inh -2, ARNT-TACC3 inh -7 and PAX8 inh HTS 1.
`CCOc1ccc(CCN2C(=S)N([C@@H](CC(C)C)CN3CCC[C@@H]3CN3C(=S)NC[C@@H]3CC(C)C)C[C@@H]2CC(C)C)cc1` gave EWS-Fli block 0, LGR2 antag -11, DENV2 CPE 1, SIRT5 inh -2, Casp6 inh -1 and PAX8 inh HTS -24.

Screens (PubChem)
